Mot1-301 SUMO: inhibitors of SUMOylation pathway: yeast Mot1-301 growth rescue; S. cerevisiae Mot1-301 growth rescue, ATP luminescence, 38.5C; percent above DMSO median, 100 means doubled; growth rescue, % at 18.8 µM; hit rate 1% among 320,000;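 active = every valid replicate shows activation above 250% relative to neutral control wells; inactive = the rest, any valid replicate at or below 250%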;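 also: OY570 slx delta 5 strain wells were the positive control but not used for scaling; some compounds called inactive have numbers as strong as hits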
E coli growth: bacterial growth inhibition, counter-screen for AddAB inhibitors; inhibition, % at 11.9 µM; hit rate 0.27% among 330,000; E. coli V3065 growth, OD600 absorbance, 18 h;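 active = inhibition above the campaign's mean inhibition across all tested compounds plus 3 SD, cut at about 9.9% in these data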;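 also: uninfected addAB+ strain grown without phage in ampicillin broth; 0% = DMSO wells and 100% = ciprofloxacin 0.95 µg/ml wells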
HTR5A ag: counter-screen for OPRM1-OPRD1 agonists: human HTR5A agonism. HTR5A agonist assay, luminescence, cell-based. hit rate 0.61% among 340,000. activation, % at 9.3 µM. AID 504692; in the data active = activation mostly above about 9.5%, no sharp cut-off; inactive = mostly below about 7.6%;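 also: 0% = cells with vehicle only and 100% = reference agonist; strong numbers were not always called active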
Target sequence (P47898 whole entry, looked up): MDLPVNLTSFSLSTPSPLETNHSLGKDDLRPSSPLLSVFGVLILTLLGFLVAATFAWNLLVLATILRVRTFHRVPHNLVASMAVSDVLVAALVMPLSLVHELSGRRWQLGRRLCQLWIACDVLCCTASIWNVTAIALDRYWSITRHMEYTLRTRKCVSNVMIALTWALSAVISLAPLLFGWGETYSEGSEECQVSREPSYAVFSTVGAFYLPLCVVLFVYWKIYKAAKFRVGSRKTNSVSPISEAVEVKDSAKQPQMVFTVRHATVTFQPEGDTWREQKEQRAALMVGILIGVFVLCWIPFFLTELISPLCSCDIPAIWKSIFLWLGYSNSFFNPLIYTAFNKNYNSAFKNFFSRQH
Tat export inh: blocks Tat-dependent protein export in E. coli. E. coli MC4100 TorA-mCherry Tat export, fluorescence. inhibition, % at 10 µM. hit rate 0.036% among 340,000;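 active = mean replicate inhibition at least 50% and at least half of replicates individually reaching 50%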;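 also: exported cargo escapes ClpAP degradation while cytoplasmic cargo is degraded and loses fluorescence; 0% = median of neutral control wells and 100% = median of NaSCN control wells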
HTR5A inv ag: HTR5A inverse agonism, opioid heterodimer counter-screen; P47898; HTR5A cell line, luminescence; inhibition, % at 9.3 µM; hit rate 0.083% among 340,000; in the data active = inhibition mostly above about 23%, no sharp cut-off; inactive = mostly below about 18%;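 also: 0% = cells with DMSO and 100% = no-cell wells with DMSO; some compounds called inactive have numbers as strong as hits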
PKA-R1A activ: PKA-R1A complex activation; P00514+P68181; PKA-R1A dissociation, Cy5-IP20 fluorescence polarization; scaled: DMSO 0%, 113 µM cGMP 100%; activation, % at 11.4 µM; hit rate 0.083% among 340,000;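 active = percent activation above the mean of all tested compounds plus 3 SD, cut at about 19% in these data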;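 also: higher means more PKAc released from R1A so a rise in polarization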
DAGLB inh: diacylglycerol lipase beta (human) inhibition; Q8NCG7; HEK293T DAGLB membrane lysate, EnzChek fluorogenic substrate; inhibition, % at 5.17 µM; hit rate 0.059% among 340,000; in the data active = inhibition above about 34%;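 also: 0% = enzyme with vehicle and 100% = wells lacking enzyme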
PKA-R2B activ: PKA-R2B complex activation. P22694+P31323. PKA-R2B holoenzyme dissociation, Cy5-IP20 fluorescence polarization; R2B truncated from residue 108, S112A mutant; 0% DMSO only, 100% 113 µM cGMP. hit rate 0.079% among 340,000. activation, % at 11.4 µM;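 active = activation above a cutoff set at the mean over all compounds plus 3 SD, cut at about 18% in these data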;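 also: higher means more holoenzyme dissociation and a rise in polarization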
Target sequence (P31323 whole entry, looked up, other chains not shown, the tested form may be a part): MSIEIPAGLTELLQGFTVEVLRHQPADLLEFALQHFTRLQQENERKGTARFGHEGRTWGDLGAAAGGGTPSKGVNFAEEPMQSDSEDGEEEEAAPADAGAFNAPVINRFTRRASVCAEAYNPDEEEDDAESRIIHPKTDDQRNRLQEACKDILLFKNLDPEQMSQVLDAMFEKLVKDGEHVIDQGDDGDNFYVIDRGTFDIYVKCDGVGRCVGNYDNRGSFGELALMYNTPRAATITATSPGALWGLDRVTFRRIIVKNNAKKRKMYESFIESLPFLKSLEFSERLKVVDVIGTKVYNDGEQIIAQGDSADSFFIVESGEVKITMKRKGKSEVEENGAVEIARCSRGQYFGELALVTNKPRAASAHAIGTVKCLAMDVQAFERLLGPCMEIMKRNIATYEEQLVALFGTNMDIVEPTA
AddAB inh: less growth of phage-infected E. coli with AddAB; E. coli expressing H. pylori AddAB, absorbance growth; inhibition, % at 11.9 µM; hit rate 0.29% among 330,000; in the data active = inhibition above about 12%;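 also: 0% = vehicle wells of infected cells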
CDK5 p35 inh: blocks human CDK5/p35 kinase activity | Q00535+Q15078 | Recombinant CDK5/p35, ADP-Glo luminescence, 60 min | inhibition, % at 10 µM | hit rate 0.01% among 330,000;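 active = highest replicate inhibition of at least 50% and at least 75% of replicates reaching 50%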;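 also: plate controls were DMSO neutral control for no effect and GW8510 at 10 µM for full effect; many of its hits are not listed in these tables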
phage Ecoli inh: E. coli growth loss with phage present | inhibition, % at 11.9 µM | hit rate 0.26% among 360,000 | growth absorbance; in the data active = inhibition above about 11%
* marks the source's active call; other numbers are inactive results; i = inactive; nt = not tested or not shown; & = joins results of further samples. This is a subset (hit frequency here may not be typical).

SMILES	Mot1-301 SUMO	E coli growth	HTR5A ag	Tat export inh	HTR5A inv ag	PKA-R1A activ	DAGLB inh	PKA-R2B activ	AddAB inh	CDK5 p35 inh	phage Ecoli inh
CCCOC(=O)c1ccc(O)cc1	258.3	-2.3	-2.2	-5.5	-47.8	-2.3	-3.5	-3.4	3.7	1.6	-0.5
CC(=O)Nc1ccccc1	nt	2.3	1.9	1.5	-7.7	10.9	0.0	-6.0	1.9	-2.6	4.9
Cn1c(=O)c2c(ncn2CCO)n(C)c1=O	-9.8	-1.6	1.5	-9.5	-5.3	1.0	0.0	-12.1	-1.4	-0.1	3.2
C=C1c2cccc(O)c2C(O)=C2C(=O)[C@]3(O)C(O)=C(C(N)=O)C(=O)[C@@H](N(C)C)[C@@H]3[C@@H](O)[C@H]12	-24.6	47.0*	5.4	140.3*	-1.7	-2.3	0.2	0.9	57.3*	-0.2	100.2*
CC(=O)Nc1ccc(O)cc1	-6.0	1.3	6.2	-0.5	-9.1	1.5	-0.7	3.1	3.2	-0.7	1.6
COc1ccc2ccc(=O)oc2c1	-3.7	-0.8	2.2	5.3	-7.4	-0.7	-0.1	-14.1	0.7	-1.6	4.2
COc1cc2nc(N3CCN(C(=O)[C@H]4COc5ccccc5O4)CC3)nc(N)c2cc1OC	-2.5	1.0	2.5	-2.8	-8.9	1.3	0.8	-5.4	-2.3	-0.1	1.6
Cc1cccc(C)c1NC(=O)C1CCCCN1C (stereo not given)	6.4&4.6	0.0	2.0	3.9	2.3	8.4	0.6	11.7	2.1	1.5	3.6
COc1ccc2nc(NC(=O)Nc3ccccc3)sc2c1	52.6	3.4	4.8	-1.9	-0.4	2.2	1.2	-6.6	1.6	-0.5	4.6
O=c1cc(-c2ccc(O)cc2)oc2cc(O[C@@H]3O[C@H](CO)[C@@H](O)[C@H](O)[C@H]3O[C@@H]3OC[C@](O)(CO)[C@H]3O)cc(O)c12	-5.0	-2.2	-2.6	7.7	7.8	5.4	-0.3	-1.3	2.4	1.1	1.1
CCCCC1C(=O)N(c2ccccc2)N(c2ccccc2)C1=O	268.8	0.6	-0.9	13.2	7.2	2.5	4.5	-5.5	-2.7	-1.8	4.9
COC(c1ccccc1)(c1ccccc1)C(Oc1nc(C)cc(C)n1)C(=O)O (stereo not given)	-2.4	-1.5	4.8	-11.8	-13.4	-4.2	0.7	-2.8	3.8	-0.6	2.2
Cc1cccc2c1NC(=O)/C2=C\C(=O)c1cccs1	-24.6	2.0	4.2	0.4	-10.0	11.3	2.8	-7.1	1.9	-1.2	2.8
O=C(Nc1ccc(C(=O)O)c(O)c1)c1ccccc1	-17.7	0.2	1.2	-6.4	-4.2	-5.8	-0.6	-1.8	0.6	0.5	-1.8
NNC(=O)CP(=O)(c1ccccc1)c1ccccc1	14.4	-0.2	5.3	0.0	-19.1	-0.8	-0.1	12.6	0.2	-1.0	1.6
NC(N)=NC(=O)Cc1c(Cl)cccc1Cl	-13.6&1.3	-0.9	-1.9	3.8	6.7	-1.4	2.5	0.3	-2.5	-0.8	5.5
COc1ccc(CN2CCN(C(c3ccc(F)cc3)c3ccc(F)cc3)CC2)c(OC)c1OC	-17.5	2.5	3.5	9.7	0.0	5.9	-7.0	-3.6	0.9	1.3	4.0
COc1ccc(/C=C/C(=O)O)cc1	nt	1.0	6.0	-11.3	-9.4	-6.7	-2.9	3.0	2.8	-3.4	1.9
Cc1[nH]c2ccccc2c1/C=N/NC(N)=S	4.8	-1.1	2.4	4.9	5.5	6.5	3.5	-14.1	-1.3	0.6	2.4
O=C(O)/C=C/c1ccc(O)cc1	1.1	-2.7	1.3	1.0	17.4	3.5	-2.6	5.0	2.7	1.0	4.8
CCc1c2c(nc3ccc(OC(=O)N4CCC(N5CCCCC5)CC4)cc13)-c1cc3c(c(=O)n1C2)COC(=O)[C@]3(O)CC	-12.4	1.6	-0.2	-4.1	-7.0	7.2	-0.6	5.4	1.9	0.2	4.2
COc1c(O)cc2c(c1O)[C@@H]1O[C@H](CO)[C@@H](O)[C@H](O)C1OC2=O (stereo not given in full)	-8.5	-2.7	0.7	-1.3	6.0	-0.6	-1.3	-2.9	3.4	-0.1	0.2
CCCCOc1ccc(CC(=O)NO)cc1	169.7	0.5	6.8	-23.4	-24.3	9.5	2.1	-3.8	2.1	-1.7	5.5
CCOC(=O)NNc1nncc2ccccc12	5.2	0.1	2.9	-14.5	27.9	1.2	0.5	-1.0	-4.0	1.1	3.8
COc1c(O)cc2c(c1O)[C@@H]1OC(CO)C(O)C(O)[C@H]1OC2=O (stereo not given in full)	nt	nt	5.1	-11.3	-18.1	-5.9	0.8	-7.0	nt	1.1	3.8
C[C@H]1c2cccc(O)c2C(O)=C2C(=O)[C@]3(O)C(O)=C(C(N)=O)C(=O)[C@@H](N(C)C)C3[C@@H](O)C21 (stereo not given in full)	14.4	100.2*	-0.2	146.4*	0.8	-4.9	0.6	-1.5	99.0*	-1.4	101.4*
CC12CCC(=O)C=C1CCC1C2CCC2(C)C1CC[C@]2(O)C(=O)CO (stereo not given in full)	7.9	2.6	5.8	0.4	-21.3	2.1	-2.9	-10.8	6.4	-1.9	0.0
C/C=C(/C)C(=O)O[C@@H]1c2cc(OC)c(OC)c(OC)c2-c2c(cc3c(c2OC)OCO3)C[C@H](C)[C@]1(C)O	2.9	-0.2	1.0	-10.4	-6.2	1.9	-0.5	2.4	2.0	0.4	1.8
CC(C)(CO)C(O)C(=O)NCCCO (stereo not given)	20.4	1.2	1.9	-1.3	-20.2	8.7	0.8	11.4	-3.1	1.1	0.8
CC[C@]1(O)C[C@@H]2CN(CCc3c([nH]c4ccccc34)[C@@](C(=O)OC)(c3cc4c(cc3OC)N(C)[C@H]3[C@@](O)(C(=O)OC)[C@H](OC(C)=O)[C@]5(CC)C=CCN6CC[C@]43[C@@H]65)C2)C1	-7.6&166.2	-2.2	5.1	-0.7	-18.1	11.5	0.6	2.7	-3.0	-0.7	2.7
O=C(O)CNC(=O)c1ccccc1	i	-1.1	1.4	-2.1	-2.2	-0.4	4.0	-8.2	-3.6	-0.2	2.6&3.5
Nc1ncnc2nc[nH]c12	-3.0&9.1&-0.6	-3.0&1.6&-0.8	-2.6&-3.6&-0.8	-0.1&5.2&1.4	-15.3&13.0&24.0	4.7&0.0&2.0	0.1&1.3&-1.5	6.7&-12.1&-1.2	-2.9&0.8&7.7	1.6&-0.5&-1.0	2.9&2.7&4.3
CCn1cc(C(=O)O)c(=O)c2cc(F)c(N3CCNCC3)nc21	nt	nt	0.9	62.4*	-10.2	-4.4	0.1	-5.0	nt	-0.3	102.5*
CC1OC(CC(=O)O)CC2=C1C(=O)c1c(O)cccc1C2=O (stereo not given)	nt	nt	-5.5	-20.5	21.0	-0.8	-1.7	-9.4	nt	2.4	9.0
CN(C)CCOc1ccccc1Cc1ccccc1	-15.7	-0.7	-1.3	-9.4	2.0	-0.8	0.9	-6.1	-2.9	-1.2	5.8
CNc1c2c(nn1C)CCCC2	45.7	0.0	1.2&1.2	0.0&-7.2	-4.5&22.2	-3.6&-2.3	1.0&2.8	1.9&-2.8	-0.1	0.0&0.3	1.4&3.3
C[C@@H]1C[C@H]2[C@@H]3C[C@H](F)C4=CC(=O)C=C[C@]4(C)[C@@]3(F)[C@@H](O)C[C@]2(C)[C@@]1(O)C(=O)COC(=O)C(C)(C)C	1.4&-8.3	-2.0	-4.2	-5.5	15.0	-5.8	-5.1	-2.5	-1.6	0.6	4.0
COc1ccc(/C=N/NC(=O)c2ccncc2)cc1OC	52.2	1.0	0.9	-3.3	-9.1	-5.7	-3.3	-9.1	2.7	-1.5	0.1
COc1cc([C@H]2Oc3cc([C@H]4Oc5cc(O)cc(O)c5C(=O)[C@@H]4O)ccc3O[C@@H]2CO)ccc1O	25.9	1.6	3.3	2.4	-11.7	-5.3	3.4	-2.2	-1.8	-0.9	4.6
COC(=O)C1=CO[C@@H](OC2OC(CO)C(O)C(O)C2O)[C@@H]2[C@@H](C)[C@@H](O)C[C@H]12 (stereo not given in full)	-10.1	0.5	2.1	-3.6	-6.4	2.7	0.2	-5.0	1.5	-0.3	-0.4
O=c1ccn([C@H]2C[C@H](O)[C@@H](CO)O2)c(=O)[nH]1	17.0	2.0	1.3	-3.4	-16.1	-3.4	-1.4	8.2	4.0	-1.0	2.5
Nc1c2c(nc3ccccc13)CCCC2O (stereo not given)	nt	nt	1.2	0.8	-12.9	-3.2	1.2	-6.8	nt	0.0	3.0
C/C=C(/C)C(=O)OC1c2c(ccc3ccc(=O)oc23)OC(C)(C)C1OC(=O)/C(C)=C\C (stereo not given)	729.8*	1.5	-0.2	15.3	30.6	-24.2	-11.1	-14.2	6.2	1.7	-2.2

Compound profiles (already shown). Values in the order: Mot1-301 SUMO, E coli growth, HTR5A ag, Tat export inh, HTR5A inv ag, PKA-R1A activ, DAGLB inh, PKA-R2B activ, AddAB inh, CDK5 p35 inh, phage Ecoli inh
CC(C)(CO)C(O)C(=O)NCCCO (stereo not given) reads 20.4, 1.2, 1.9, -1.3, -20.2, 8.7, 0.8, 11.4, -3.1, 1.1, 0.8
C/C=C(/C)C(=O)O[C@@H]1c2cc(OC)c(OC)c(OC)c2-c2c(cc3c(c2OC)OCO3)C[C@H](C)[C@]1(C)O reads 2.9, -0.2, 1.0, -10.4, -6.2, 1.9, -0.5, 2.4, 2.0, 0.4, 1.8
C/C=C(/C)C(=O)OC1c2c(ccc3ccc(=O)oc23)OC(C)(C)C1OC(=O)/C(C)=C\C (stereo not given) reads 729.8*, 1.5, -0.2, 15.3, 30.6, -24.2, -11.1, -14.2, 6.2, 1.7, -2.2
CNc1c2c(nn1C)CCCC2 reads 45.7, 0.0, 1.2&1.2, 0.0&-7.2, -4.5&22.2, -3.6&-2.3, 1.0&2.8, 1.9&-2.8, -0.1, 0.0&0.3, 1.4&3.3
COc1ccc2ccc(=O)oc2c1 reads -3.7, -0.8, 2.2, 5.3, -7.4, -0.7, -0.1, -14.1, 0.7, -1.6, 4.2

Source: PubChem (several laboratories)
